MT stabilize HCS: microtubule stabilizers in HeLa cells, primary screen, imaging, high-content imaging; % tubulin-high responders, % at 10 µM; 200,000 tested, 0.83% active; HeLa tubulin immunostaining HCS, 24 h; share of cells brighter than vehicle mean+2SD;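 active means plate Z-score above 3 for both tubulin-high and condensed-nucleus cell shares, with cell loss under 80%, at 10 µM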;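 further: anti alpha tubulin signal scored within the nucleus-defined area of each cell; some results filed as inactive read as strong as hits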
Hep lipid drop: inhibitors of hepatocyte lipid droplet formation, primary screen, imaging, high-throughput imaging, BODIPY stain; AML12 mouse hepatocytes, oleate lipid droplets; inhibition, % at 6.5 µM; 240,000 tested, 0.4% active;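 active means lipid droplet intensity inhibited by at least 50%, with more than 500 cells counted; inconclusive means wells with under 300 cells, treated as cytotoxic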
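Assay system: AML12 mouse liver cells | Compound dosing: One dose, 6.5 µM compound | Read-out basis: Droplet intensity reduction, % inhibition | Measured by: Fluorescence imaging, 20x objective, two fields per well | Schedule: Overnight treatment with compound plus oleate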
Dynein cargo inh: inhibitors of GR-EGFP nuclear translocation, primary screen, dynein cargo transport inhibitor project, imaging, high-content, 3617.4 mouse cells; 220,000 tested, 0.47% active; test concentration mostly 20 µM; stimulated with dexamethasone, 1 µM; active compounds read low; z-score, hits read low;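 active means plate z-score of nuclear minus cytoplasmic receptor signal below a set negative limit, without overly bright fluorescence or cell loss, cut at about -3.5 in these data, passing the limit was not always enough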;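 further: z-score of nuclear minus cytoplasmic ring GR-EGFP intensity difference per well; some compounds called inactive have numbers as strong as hits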
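Buffer or medium: tet-free medium with charcoal-stripped serum / Also added: dexamethasone agonist, 1.0 µM final, for 30 min / Timing: induction 48 h, compound 1 h, agonist 30 min / Measured by: high-content fluorescence imaging after fixation / Read-out: nuclear-to-cytoplasmic GR-EGFP distribution per well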
Ins promoter up: insulin promoter activators in MIN6 cells, imaging, high-content screening, mouse beta cells; z-score at 5 µM; 190,000 tested, 0.3% active; MIN6 insulin promoter-GFP reporter; active compounds read high;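 active means z-score above 3 at 5 µM with at least 500 cells counted in the well; inconclusive means wells under 500 cells, flagged as cytotoxic or low count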
Yfh1-off respiration: enhancers of respiration in Yfh1-depleted yeast, dose response, Friedreich's ataxia, plus single-dose screen (AID 1465); S. cerevisiae Yfh1-off respiration, WST-1 reduction, 72 h; higher fold induction means a stronger effect; fold induction at 50 µM, or EC50 in µM where a hit was titrated; 220,000 tested, 0.074% active;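 active means fold induction of absorbance versus untreated yeast above a set limit, then at least 30% activation at any dose in follow-up; inconclusive means repeats straddling the limit, or above it without dose testing; inactive means fold induction below the set limit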;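 further: activators that raise dye reduction in frataxin-depleted yeast; strong numbers were not always called active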
WT yeast gro inh: growth inhibition of WT strain, primary screen, mitochondrial fusion inhibitor project, WT and mutant strains, chemical genetic | mitochondrial fusion phenotypic screen | inhibition, % at 10 µM | 190,000 tested, 2.1% active; in the data active means inhibition above about 58%; tested in S. cerevisiae
Autophagy HCS: autophagy modulators in MEF cells, primary screen, imaging, high-content, MEF GFP-LC3. MEF GFP-LC3 puncta imaging; test concentration mostly 10 µM. calls only at 10 µM (by protocol). 190,000 tested, 0.98% active. AID 463193, 2010;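 active means percentage of spot-positive cells more than 3 SD above its plate mean, without a fluorescence outlier flag or 80% toxicity; inconclusive means no clear call, values can overlap the other calls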;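 further: spot-positive cell cutoff set from DMSO-treated cells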
NOD2 inhibition: NOD2 signaling inhibitors, cell-based, luminescence, uHTS, HEK293 (AID 1566). HEK293 NOD2/NF-kB luciferase reporter, luminescence; higher % means a stronger effect. one-dose inhibition, % at 4 µM; EC50 in µM for titrated hits. 290,000 tested, 0.63% active; in the data active means inhibition above about 50%; further: many of its hits are not listed in these tables
bCat nuc transl: modulators of beta-catenin nuclear translocation, primary screen, imaging, HeLa cells, immunofluorescence, high-content; AID 1665, 2009; nuclear translocation activity, % at 5 µM; 190,000 tested, 0.3% active;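 active means nuclear translocation activity above 50% at 5 µM, with a well cell count of 50 or more; inconclusive means wells under 50 cells across six images, flagged as toxic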;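 further: per-cell ratio of nuclear to cytoplasmic median beta-catenin stain intensity; plate controls were DMSO negative control for no effect and GSK-3 inhibitor IX positive control for full effect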
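Test system: human HeLa cells, endogenous beta-catenin. Times: 24 h compound exposure, 37°C. Measured by: beta-catenin immunofluorescence imaging with DAPI.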
WT yeast gro inh mutant strain: also measured in WT yeast gro inh; calls as there; inhibition, %; mitochondrial fusion phenotypic screen, mutant strain inhibition
Dynein cargo inh cytoplasmic EGFP: further read-out of Dynein cargo inh, marked with its call; z-score; measured here: cytoplasmic GR-EGFP intensity; active compounds read high
Dynein cargo inh nuclear GR-EGFP: further read-out of Dynein cargo inh, marked with its call; z-score; measured here: nuclear GR-EGFP intensity;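 lower value marks the stronger effect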
Dynein cargo inh cell count: second read-out of Dynein cargo inh, no call of its own (marks repeat the call); z-score; measured here: cell count per field
Ins promoter up cell count: further read-out of Ins promoter up, marked with its call; cell count; measured here: cytotoxicity, nuclei count;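 total cells summed across four imaged fields per well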
Hep lipid drop cells 6.5 µM: further read-out of Hep lipid drop, marked with its call; cell count; measured here: cell count, cytotoxicity flag;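 cells counted across two imaged fields per well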
bCat nuc transl cell count 5 µM: second read-out of bCat nuc transl, no call of its own (marks repeat the call); cell count; measured here: cell count, cytotoxicity flag
MT stabilize HCS Hoechst-high %: further read-out of MT stabilize HCS, marked with its call; % Hoechst-high responders; measured here: nuclear condensation Hoechst responders;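 share of cells brighter than vehicle mean plus two SD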
MT stabilize HCS cytotoxicity %: second read-out of MT stabilize HCS, no call of its own (marks repeat the call); toxicity, %; measured here: cytotoxicity by cell density;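 0% = mean cell density of plate MIN control wells and 100% = no cells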
Autophagy HCS cell loss 18 h: second read-out of Autophagy HCS, no call of its own (marks repeat the call); toxicity, %; measured here: cell loss, nuclei count;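 cell loss after 18 h compound exposure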
Active calls of the source: *; i = inactive; ? = inconclusive; / = no result given. Some of the compounds tested. The share of hits here may be higher or lower than overall.

SMILES	MT stabilize HCS	MT stabilize HCS Hoechst-high %	MT stabilize HCS cytotoxicity %	Hep lipid drop	Hep lipid drop cells 6.5 µM	Dynein cargo inh	Dynein cargo inh cytoplasmic EGFP	Dynein cargo inh nuclear GR-EGFP	Dynein cargo inh cell count	Ins promoter up	Ins promoter up cell count	Yfh1-off respiration	WT yeast gro inh	WT yeast gro inh mutant strain	Autophagy HCS	Autophagy HCS cell loss 18 h	NOD2 inhibition	bCat nuc transl	bCat nuc transl cell count 5 µM
COc1ccccc1NC(=O)CCSc1nnc(-c2ccncc2)o1	2.5	1.4	4.8	7	782	-0.31	0.22	-0.012	0.35	-0.2	1218	i	3	-1	i	14	-11%	-0.5	1106
CS(=O)(=O)c1ccc(Cl)c(NC(=O)COC(=O)CNC(=O)c2ccc(Br)o2)c1	5.0	1.8	3.8	2	817	2.6	-0.18	1.3	-1.5	/	/	/	-6	5	i	14	-15%	-9.8	1242
COc1ccccc1NC(=O)C(=O)N/N=C(\C)CC(=O)Nc1ccc(OCc2ccccc2)cc1	2.0	2.2	12	/	/	0.18	0.09	0.32	-0.11	0.12	1409	i	16	2	i	-3	-20%	-3.9	1411
Cc1c(/C=N/NC(=O)CNc2ccccc2)c2ccccn2c1C(=O)c1ccncc1	0.8	2.6	10	12	638	-0.71	-0.25	-0.31	0.085	0.22	1425	i	3	-5	i	6	0%	-2.2	1163
COc1ccc(CNS(=O)(=O)c2ccc(S(=O)(=O)N3CCCCC3)cc2)cc1	/	/	/	/	/	/	/	/	/	0	1045	i	/	/	/	/	0%	-1.6	1124
CN1CCN(Cc2c(O)ccc3c(=O)c(Oc4ccccc4Cl)c(C(F)(F)F)oc23)CC1	1.8	3.7	6.4	/	/	-0.65	0.32	-0.13	-0.12	-1.3	817	i	27	-2	i	6	7%	/	/
CC(=O)c1cccc(NC(=O)c2ccc(N(C)S(C)(=O)=O)cc2)c1	2.8	0.5	19	1	674	0.45	-0.18	0.51	-0.72	-0.2	1178	i	-2	9	i	-7	0%	/	/
COc1cc(C(=O)Nc2ccc(NC(=O)c3ccco3)nc2)cc(OC)c1OC	5.9	2.3	2.6	/	/	-0.9	-0.21	-0.24	0.79	-0.5	1207	i	12	11	i	11	6%	-5.9	997
COCCNC(=O)c1ccc2c(=O)n(CCCN3CCCC3=O)c(=S)[nH]c2c1	2.8	2.3	0.8	-10	698	-0.49	-0.27	-0.23	0.68	/	/	i	8	-10	i	-27	5%	-2.5	1089
C=C(C)Cn1c(-c2cccc([N+](=O)[O-])c2)n[nH]c1=S	5.6	1.4	7.8	9	783	0.85	-0.22	0.6	-0.35	2.3	1218	i	5	5	i	-2	13%	0.1	1075
Cc1ccc(NC(=O)CN(C)c2ccc(S(=O)(=O)N3CCCC3)cn2)cc1	5.8	1.4	6.6	4	687	0.38	1.4	1.1	-0.95	/	/	i	2	-8	i	4	16%	-1.4	951
COc1ccc2cc(C3(C)NC(=O)N(CC(=O)NCc4ccco4)C3=O)ccc2c1 (stereo not drawn)	1.7	1.9	9.5	/	/	0.26	-0.19	-0.12	-0.024	-0.21	1013	i	-6	1	i	-4	-11%	-2.9	918
COC(=O)c1ccc(-n2c(C)cc(/C=N/n3cnnc3)c2C)cc1	3.0	2.2	4.5	/	/	0.86	-0.16	1	-0.56	0.31	1596	i	39	30	i	2	3%	-2.1	729
CC(=O)O/N=C(\N)Cc1ccc(-c2csnn2)cc1	/	/	/	9	626	1.1	-0.29	0.69	0.93	-0.1	1456	i	/	/	/	/	3%	2.3	955
CCCN(CCC)CCNC(=O)c1cc2c(C)nc3ccccc3c2o1	1.9	1.6	13	/	/	-0.44	-0.24	-0.21	0.76	?	/	i	4	0	i	-9	11%	-4.0	939
CCOC(=O)C1(CCc2ccccc2)CCN(C(=O)CN2C(=O)CSC2=O)CC1	3.1	3.2	5.7	-1	595	0.46	-0.27	0.13	0.089	0.17	1631	i	-11	-16	i	4	/	-3.8	991
CN(C)C(=O)CN(C)S(=O)(=O)c1ccc(Cl)cc1	2.5	2.1	3.0	1	746	1.3	-0.087	0.86	0.19	0.71	1229	i	20	-8	i	-1	-23%	1.1	1160
O=C(NC1CCCCC1)C(c1ccc(F)cc1)N(CCc1ccccc1)C(=O)CN1C(=O)c2ccccc2S1(=O)=O (stereo not drawn)	3.4	1.7	4.4	-24	571	-0.018	0.27	0.28	0.37	/	/	i	5	-2	i	-19	23%	-1.3	1106
COc1ccc(OC)c(NC(=O)CC(NCCC2=CCCCC2)C(=O)O)c1 (stereo not drawn)	1.9	1.5	6.4	5	729	-0.52	0.049	0.3	-1.4	-0.16	1288	i	54	32	i	-4	-2%	1.7	1163
COc1ccc(N2CCN(c3cc(C)c4ccc(O)cc4n3)CC2)cc1	3.6	3.5	4.6	-1	722	-0.48	-0.14	0.092	0.22	-0.44	1266	i	10	4	i	8	12%	-3.7	1251

Going on with the list:
SMILES	MT stabilize HCS	MT stabilize HCS Hoechst-high %	MT stabilize HCS cytotoxicity %	Hep lipid drop	Hep lipid drop cells 6.5 µM	Dynein cargo inh	Dynein cargo inh cytoplasmic EGFP	Dynein cargo inh nuclear GR-EGFP	Dynein cargo inh cell count	Ins promoter up	Ins promoter up cell count	Yfh1-off respiration	WT yeast gro inh	WT yeast gro inh mutant strain	Autophagy HCS	Autophagy HCS cell loss 18 h	NOD2 inhibition	bCat nuc transl	bCat nuc transl cell count 5 µM
CCOC(=O)N1CCN(C(=O)C2COc3ccccc3O2)CC1 (stereo not drawn)	7.3	2.1	4.1	/	/	0.37	-0.17	0.37	-0.012	0.7	1179	i	7	2	i	5	6%	-5.1	1006
O=c1c2ccccc2nc(-c2cccc(Cl)c2)n1O	1.8	0.4	20	-3	727	0.63	-0.26	0.58	0.79	-0.25	1246	i	-7	-20	i	-3	6%	0.0	1066
O=S(=O)(c1ccc(OCC(O)CN2CCN(c3ccc(F)cc3)CC2)cc1)N1CCOCC1 (stereo not drawn)	4.9	4.1	7.2	/	/	-1	-0.32	-0.37	0.17	-4.2	946	i	-1	6	i	2	7%	-7.4	1051
Cc1cc(C)c(N2CCN(S(=O)(=O)N3CCCCCC3)CC2)c(C)c1	3.1	1.6	8.4	-12	731	-0.42	-0.27	0.33	0.3	-1.8	1289	i	61*	17*	i	4	1%	/	/
CN(CC(=O)Nc1ccccc1Cl)C(=O)COC(=O)CNC(=O)c1ccc(Br)o1	2.8	1.9	3.6	/	/	1.4	0.16	1.3	-2.5	/	/	i	/	/	i	3	/	/	/
COCCN(C(=S)Nc1ccc(OC)cc1)C(C)c1cccs1 (stereo not drawn)	3.6	2.5	0.1	-5	592	-0.43	-0.25	-0.27	0.82	-0.21	1514	i	28	-8	i	-5	4%	0.0	1093
COc1ccc(/C=C/C(=O)NC(=S)Nc2ccc(S(=O)(=O)Nc3cc(OC)ncn3)cc2)cc1	2.0	1.3	7.5	0	717	-0.17	-0.23	-0.43	0.9	0.11	1096	i	-4	1	i	-9	16%	1.9	1018
NNC(=O)CNc1cccc(Br)c1	/	/	/	-1	402	0.95	-0.57	0.74	-1.3	-0.13	941	i	/	/	/	/	16%	0.4	1332
Cc1nn(-c2ccccc2)c(Cl)c1/C=N/N1CCN(c2ccccn2)CC1	1.2	0.9	1.4	2	680	-0.46	-0.3	-0.55	0.49	-1	1300	i	7	-2	i	-4	17%	-1.1	1094
CN1CCN(C(=O)c2ccc3c(=O)n(Cc4ccc(Cl)cc4)c(=S)[nH]c3c2)CC1	5.0	3.3	1.8	/	/	-0.67	-0.21	-0.16	0.048	0.04	1258	i	14	7	i	-15	13%	-1.8	959
S=c1nc[nH]c2c1ncn2C1CCCC1	/	/	/	2	712	0.48	-0.2	0.024	-0.3	-0.45	1429	i	/	/	/	/	4%	1.1	1102
O=C(NCCc1ccccn1)c1ccc(S(=O)(=O)N2CCCCCC2)cc1	1.4	2.1	6.2	/	/	-0.29	-0.21	-0.29	0.57	-1	1047	i	-7	-14	i	1	8%	-3.6	995
CC1(C(=O)O)Oc2cccnc2NC1=O (stereo not drawn)	1.9	1.6	2.7	12	730	0.56	-0.18	0.22	0.069	0.72	1240	i	4	1	i	-2	-12%	-0.3	1009
COc1ccc(/C=C2\SC(=S)N(N3C(=O)CCC3=O)C2=O)cc1O	2.2	2.8	3.2	8	697	0.36	-0.36	0.1	0.45	1	1133	i	-10	3	i	-4	6%	-1.7	1099
C=CCn1c(=NC(=O)c2sc3ccccc3c2Cl)sc2cc(S(N)(=O)=O)ccc21	8.8	2.1	2.0	-10	669	-0.63	-0.24	-0.57	0.66	0.23	1274	i	-6	-9	i	8	27%	-0.7	914
Cc1cccc(/C=N\NC(=O)c2sccc2-n2cccc2)c1	2.7	2.0	7.6	/	/	0.84	-0.21	-0.46	-0.2	/	/	i	-5	3	i	-2	-35%	/	/
